Apoferritin bind: candidate novel general anesthetic via apoferritin binding; apoferritin/1-aminoanthracene competitive binding, fluorescence; Potency, µM (doses to about 77.5 µM), for inactives: at the top dose activity change, negative = displacement, most hits filed as inhibitors; AID 485281; P02791; actives 0.074% (n = 350,000); note: potency is the fitted concentration of half-maximal effect; % is set by controls: 0 for no effect and ±100 for the full control effect; nearly all actives have a fitted effect of over 20% in size
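10 uM apoferritin + 50% sat. 1-AMA, PBS; cpd 10 min RT; Ex380/Em535 endpoint; normalized to free probe vs complex; 4-param Hill fit; propofol titration as pos. ctrl.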
TRHR agonist: TRH receptor (human) agonism. P34981. TRHR cells, calcium flux fluo-8, FDSS agonist mode. activation, % at 2 µM. actives 0.18% (n = 360,000). AID 493084; in the data active = activation above about 30%; note: 0% is about no effect
Target sequence (P34981 whole entry, looked up): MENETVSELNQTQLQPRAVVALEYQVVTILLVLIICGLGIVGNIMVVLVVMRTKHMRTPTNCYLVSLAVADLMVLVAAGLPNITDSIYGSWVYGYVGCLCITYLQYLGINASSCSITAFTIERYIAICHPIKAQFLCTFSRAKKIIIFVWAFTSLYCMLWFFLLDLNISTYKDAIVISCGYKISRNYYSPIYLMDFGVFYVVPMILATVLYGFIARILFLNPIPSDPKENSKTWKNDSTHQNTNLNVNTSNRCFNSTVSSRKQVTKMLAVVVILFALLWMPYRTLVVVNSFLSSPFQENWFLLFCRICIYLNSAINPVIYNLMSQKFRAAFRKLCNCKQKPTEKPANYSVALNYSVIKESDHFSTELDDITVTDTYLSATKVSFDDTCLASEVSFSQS
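TRHR-expressing cells, plated overnight in medium with 10% serum, were loaded with fluo-8 calcium dye at room temperature. After a 10 s baseline, library compound was pin-added and calcium release was recorded kinetically (ex 480/em 530) as agonist response.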
POLB inh: DNA polymerase beta (human) inhibition. P06746. Pol beta primer extension/strand displacement, fluorescence kinetic. Potency, µM (top dose mostly 114 µM), for the others: top-dose activity change, negative = inhibition, hits mostly inhibitors. actives 1.3% (n = 340,000); note: potency is the fitted concentration of half-maximal effect; % is set by controls: 0 for no effect and ±100 for the full control effect
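Enzyme-only controls used 10 nM Pol beta; buffer lacking enzyme served as negative control. Compound preincubated 15 min, then 50 nM substrate added; 0 and 10 min reads at room temperature.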
ALOX12 inh: inhibitors of human 12S-lipoxygenase ALOX12; P18054; purified 12hLO, xylenol orange hydroperoxide absorbance; Potency, µM (series often up to 108 µM), for inactives: top-dose activity change, negative = inhibition, most hits filed as inhibitors; actives 1.1% (n = 580,000); AID 1671190; note: potency is the fitted concentration of half-maximal effect; % is set by controls: 0 for no effect and ±100 for the full control effect
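Purified human 12hLO (150 nM final) in 25 mM Hepes, 0.01% Triton X-100, pH 7.0 was preincubated 15 min at room temperature with compound. Then 40 uM arachidonic acid was added, 30 min. Hydroperoxide was read by Fe-XO absorbance ratio 573/405 nm.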
BLM helicase inh: inhibitors of human Bloom syndrome helicase BLM | Potency, µM (highest dose often 56.1 µM), without a hit: at the top dose activity change, negative = inhibition, hits mostly inhibitors | recombinant BLM DNA unwinding, fluorescence dequenching | P54132 | actives 0.2% (n = 350,000);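 note: potency is the fitted concentration of half-maximal effect; plate controls were vehicle for no effect and no enzyme for full effect; nearly all actives have a fitted effect of over 35% in size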
Pol iota inh: blocks human DNA polymerase iota activity; actives 1% (n = 390,000); AID 588590; Potency, µM (doses to about 115 µM), for the others: at the top dose activity, negative = inhibition, actives largely listed as inhibitors; Pol iota fluorescent replication assay, 10 min; Q9UNA4; note: potency is the fitted concentration of half-maximal effect
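Fluorescent replication assay read twice, at 0 min and 10 min after adding 50 nM (final) substrate. Enzyme (10 nM) and compounds were first incubated 15 min at room temperature; enzyme-free buffer wells were negative controls.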
APEX1 inh: blocks human APE1 abasic DNA cleavage. Potency, µM (series often up to 65.8 µM), for the others: at the top dose activity change, negative = inhibition, usual class: inhibitors. P27695. recombinant APE1, TAMRA/BHQ-2 abasic DNA cleavage fluorescence. actives 0.35% (n = 350,000);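 note: potency is the fitted concentration of half-maximal effect; plate controls were vehicle for no effect and reference inhibitor for full effect; nearly all actives have a fitted effect of over 55% in size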
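APE1 at 0.75 nM preincubated 15 min at room temperature with compound. Reaction then started with 50 nM double-stranded THF-abasic substrate labelled with TAMRA/BHQ-2, and 525/598 nm fluorescence read kinetically. Activity taken as third-minus-first read difference, normalized to DMSO and NSC13755 controls.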
ERG Ets-DNA blk: ERG Ets/DNA interaction inhibition; P11308; fluorescence polarization, His-ERG Ets domain / labelled DNA; Potency, µM (doses to about 76.9 µM), for the others: at the highest dose FP activity, negative = inhibition, actives largely listed as inhibitors; actives 0.028% (n = 370,000); AID 624246; active = well fitted inhibition curve with a large enough effect in the polarisation, with a control signal flat; inconclusive = small, poorly fitted or top-dose-only effect, or effect the other way, or a change in a side signal; inactive = no such curve, though single readings can be large or run the other way; the % refers to the polarisation;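 note: polarization taken with two DNA probes labelled with fluorescein and Texas red; potency is the fitted concentration of half-maximal effect; % of control where 0% means no effect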
Target sequence (P11308 whole entry, looked up, the tested form may be a part): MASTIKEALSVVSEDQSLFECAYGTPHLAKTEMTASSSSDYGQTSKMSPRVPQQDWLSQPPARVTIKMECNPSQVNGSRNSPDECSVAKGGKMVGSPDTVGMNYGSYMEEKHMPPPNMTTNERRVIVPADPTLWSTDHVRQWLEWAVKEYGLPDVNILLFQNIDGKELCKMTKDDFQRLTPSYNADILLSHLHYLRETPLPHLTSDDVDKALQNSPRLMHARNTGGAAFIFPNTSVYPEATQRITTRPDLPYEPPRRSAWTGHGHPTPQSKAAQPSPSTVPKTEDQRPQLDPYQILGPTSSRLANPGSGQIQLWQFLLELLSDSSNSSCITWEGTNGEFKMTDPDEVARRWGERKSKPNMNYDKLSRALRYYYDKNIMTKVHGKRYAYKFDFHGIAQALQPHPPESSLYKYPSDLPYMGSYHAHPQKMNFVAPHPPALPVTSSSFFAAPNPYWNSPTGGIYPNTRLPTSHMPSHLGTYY
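His-tagged ERG Ets domain (1 uM in the protein solution; 300mM KCl, 50mM Tris-HCl, 1mM EDTA, 1mM DTT, pH 7.5) received compound, then a probe mix of 5 nM fluorescein-DNA and 100nM Texas-615-DNA. Fluorescence polarization was read for both dyes.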
POLK inh: DNA polymerase kappa (human) inhibition. actives 0.53% (n = 400,000). purified Pol kappa, fluorescent DNA synthesis assay, 10 min. AID 588579. Potency, µM (titrated, usually from 107 µM), inactives show at the highest dose activity, negative = inhibition, usual class: inhibitors; note: potency is the fitted concentration of half-maximal effect; % is set by controls: 0 for no effect and ±100 for the full control effect
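First, compounds were pin-transferred onto 10 nM Pol kappa. After 15 min at room temperature, substrate was added to 50 nM final. Fluorescence was then measured kinetically at 0 and 10 min.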
Active calls of the source: *; u = inconclusive; x = no result given; & = joins results of further samples; [ ] = dose if it differs, or a comment. Unless noted, calls come from the whole dose curve; as a rule, active = well fitted curve in the direction sought with a large enough effect; inconclusive = small, poorly fitted or top-dose-only effect, or another doubt; inactive = no such curve, though single readings can be large; an effect the other way counts as inactive or inconclusive. An excerpt; the hit share may differ from the screen's.

SMILES | Apoferritin bind | TRHR agonist | POLB inh | ALOX12 inh | BLM helicase inh | Pol iota inh | APEX1 inh | ERG Ets-DNA blk | POLK inh
NNC(=S)Nc1cccc(Cl)c1 | -1% | 0.3 | 21% | u | 0% | 20% | 17% | -5% | -3%
Cc1ccccc1C(=O)Nc1cccc(C(=O)N/N=C/c2ccccn2)c1 | -16% | -0.1 | 20% | 125%[activator] | -3% | 18% | 28% | 2% | -4%
CCOC(=O)Cn1cc(-c2ccccc2)nn1 | -9% | 0.2 | 1% | 61%[activator] | 0% | 1% | 5% | 1% | 0%
CCOC(=O)c1c(NC(=O)CC2SC(N)=NC2=O)sc2c1CCCC2 (centres undefined) | u | -0.7 | -25% | 22% | -5% | -4% | -1% | x | -1%
CCOc1cc(C(c2c(C)[nH]n(-c3ccccc3)c2=O)c2c(C)[nH]n(-c3ccccc3)c2=O)ccc1O | -6% | 0.2 | -2% | 0% | -2% | 1.6µM* | x | 0% | -7%
N=C1/C(=C/c2ccc(-c3cccc(C(=O)O)c3)o2)C(=O)N=C2SC(CC(=O)N3CCOCC3)=NN12 | 6% | 0.4 | u | -20% | 8% | 3.5µM* | u | 3% | u
COCCn1c(COc2ccc(C)cc2)nc2ccccc21 | -8% | -0.5 | 7% | -10% | -2% | 9% | 18% | -4% | 1%
COc1cc(C)c(CN2CCC(Cc3ccccc3)CC2)cc1C | -10% | 0.6 | 40% | u | 1% | 9% | -4% | 4% | -6%
Cc1ccc(-c2nnc(SCC(=O)O)n2N)cc1 | -5% | 0.3 | 42% | 0% | 1% | -2% | -3% | 1% | -2%
CCCc1ccc2oc(C(=O)NCCCN3CCOCC3)c(C)c2c1 | -19% | -0.2 | 22% | -21% | -2% | 2% | 25% | -2% | 3%
CCN(CC)CCNc1ccc(CO)c2sc3ccccc3c(=O)c12 | -14% | 0.3 | 16µM* | u | 83%[activator] | 20µM* | u | 3% | u
O=C(O)c1ccccc1CSc1nc2ccccc2[nH]1 | -4% | 0.9 | 12% | -29% | -3% | -13% | 19% | 5% | -5%
CCOC(=O)C1C(c2cccc(F)c2)NC(=S)NC1(O)C(F)(F)F (centres undefined) | -11% | 0.5 | 19% | -14% | 2% | 29% | 3% | x | -19%
C/C=C(/C)C(=O)OC1Cc2c(ccc3ccc(=O)oc23)OC1(C)C (centres undefined) | u | -1.1 | -2% | 1% | -3%&-11% | 0% | -3%&-1% | -1% | -5%[60.1 µM]
CCC(=O)OCCNc1cc(Sc2nccn2C)c2nonc2c1[N+](=O)[O-] | -2% | 0.1 | 15% | u | -1% | -16% | 5% | -2% | -13%
COc1ccc(NC(=O)CN2C(=O)NC(c3ccccc3)(c3ccccc3)C2=O)cc1OC | -9% | 0.2 | 19% | -11% | -10% | 8% | -17% | 0% | -12%
CCOc1ccc(N(CC(=O)N2CCN(c3ccccc3)CC2)S(=O)(=O)c2c(C)noc2C)cc1 | -9% | -0.2 | 17% | 24% | -5% | 32%[activator] | -6% | 2% | -6%
N#Cc1ccc(S(=O)(=O)N2CCN(c3ncccn3)CC2)cc1 | 9% | 0.0 | 9% | u | -1% | 28% | -2% | -9% | 7%
COc1ccc(N2CCN(C(=O)c3ccc4c(c3)NC(=O)C(CSCc3ccc(C)cc3)N4)CC2)cc1 (centres undefined) | -12% | 0.2 | -21% | x | -8% | x | 19% | x | x
COCCSc1nnc(NC(=O)Cc2ccc(OC)c(OC)c2)s1 | u | 0.6 | 85% | -10% | 3% | -11% | 3% | 14% | -10%
O=C(COc1ccc(C(=O)c2ccccc2)cc1)NCC(=O)Nc1ccccc1Br | u | -0.7 | 27% | -2% | -9% | 40%[activator] | -8% | -3% | -1%
CCOc1ccc(-n2c(=O)c3sccc3n(CC(=O)NCCc3ccc(OC)c(OC)c3)c2=O)cc1 | -1% | -0.1 | 3% | -11% | -4% | 24% | 1% | -3% | 2%
CCc1ccn2cc(-c3ccc4c(c3)OCO4)nc2c1 | -8% | -0.3 | 11% | -24% | 1% | 54%[activator] | 9% | 5% | 0%
Cc1ccc(C)c(N2CCN(CCCNC(=O)Cn3c(=O)c4cccn4c4cccnc43)CC2)c1 | -1% | 0.2 | 25% | -12% | -3% | 10% | 28% | -1% | 6%
COc1cc(C(=O)Oc2ccc(/C=N/NC(=O)c3ccncc3)cc2)cc(OC)c1OC | u | 0.5 | 44% | 7% | -7% | 12% | 23% | 12% | -3%

Carrying on:
SMILES | Apoferritin bind | TRHR agonist | POLB inh | ALOX12 inh | BLM helicase inh | Pol iota inh | APEX1 inh | ERG Ets-DNA blk | POLK inh
O=C(COC(=O)Cc1n[nH]c(=O)c2ccccc12)NNC(=O)c1ccc(Br)cc1 | x | x | x | 1% | x | 44%[activator] | 4% | 1% | -3%
CC1CN(C(=O)COC(=O)c2cc(S(N)(=O)=O)c(Cl)cc2Cl)CC(C)O1 (centres undefined) | -1% | 0.0 | 2% | 13% | -1% | 19% | 17% | 14% | 3%
Cc1ccccc1NC(=O)CC(=O)Nc1ccccc1C | 4% | -1.1 | 20% | 0% | 1% | 23% | 6% | -3% | 3%
Cc1cc(Br)cc2c1N(C)C(=O)C2(c1ccc(O)cc1)c1ccc(O)cc1 | x | x | x | 0% | x | u | x | -8% | -3%
CC1=C(c2ccc(Cl)cc2)S(=O)(=O)N=C1N1CCN(c2cccc(C)c2C)CC1 | u | -0.6 | -30% | u | 1% | 41%[activator] | x | 3% | 3%
CCc1ccc(N=C2NC(=O)CS2)cc1 | -6% | -0.4 | 24% | 0% | -7% | 110%[activator] | -7% | -8% | -2%
CCCc1cc(=O)[nH]c(Nc2ccc(O)cc2C)n1 | 3% | 0.2 | 5% | 0% | 1% | -11% | x | 1% | 1%
CCC1=Nc2cc(C(=O)NCc3ccco3)ccc2Sc2ccccc21 | u | 0.8 | -24% | -18% | -9% | -12% | 4% | 7% | -11%
CC(C)(C)c1ccc(C(=O)N2CCCC(c3nc4c(nnn4Cc4cccc(F)c4)c(=O)[nH]3)C2)cc1 (centres undefined) | u | -0.6 | -4% | u | -15% | -6% | x | -3% | 11%
Cc1ccc(NC(=O)CCOc2ccccc2)cc1 | 1%&0% | -1.1&-0.6 | 19%&-26% | 0%&-19% | -3%&-1% | 23%&-6% | 5% | 12%&-4% | -12%
CCOC(=O)c1ccc(NC(=O)CNS(=O)(=O)c2ccccc2)cc1 | -6% | 0.0 | -1% | -11% | 1% | -5% | -6% | 7% | -15%
CCOC(=O)CSc1nc2c(sc3ccccc32)c(=O)n1Cc1ccc(C)cc1 | -11% | 0.0 | 21% | -6% | -1% | 20% | x | 0% | -4%[60.1 µM]
COc1ccc(CCNC(=O)CSc2nc(=O)n3cc(C)ccc3n2)cc1OC | x | -0.7 | x | 0% | x | 38%[activator] | 59%[activator] | 4% | -3%

Source: PubChem BioAssay
